# HUVEC inhibit – inhibitors of human endothelial cell proliferation. actives 1.1% (n = 86,000). viability, % at 10 µM (by protocol). AID 648. HUVEC proliferation, CellTiter-Glo luminescence, 72 h; stronger effect = lower value;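 active = viability at or below 30%; inactive = viability above 30%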;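 also: 100% = median luminescence of DMSO-only cell control wells on each plate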
# S1P2 antag – antagonists of human S1P2 receptor. cell-based S1P2 antagonist assay, inhibition at 5 uM. actives 0.21% (n = 97,000). O95136. inhibition, % at 5 µM. AID 736; in the data active = inhibition above about 45%;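 also: CRE beta-lactamase reporter cells expressing human S1P2 stimulated with S1P; 0% = agonist at EC80 alone and 100% = agonist plus reference antagonist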
# Target sequence (O95136 whole entry, looked up): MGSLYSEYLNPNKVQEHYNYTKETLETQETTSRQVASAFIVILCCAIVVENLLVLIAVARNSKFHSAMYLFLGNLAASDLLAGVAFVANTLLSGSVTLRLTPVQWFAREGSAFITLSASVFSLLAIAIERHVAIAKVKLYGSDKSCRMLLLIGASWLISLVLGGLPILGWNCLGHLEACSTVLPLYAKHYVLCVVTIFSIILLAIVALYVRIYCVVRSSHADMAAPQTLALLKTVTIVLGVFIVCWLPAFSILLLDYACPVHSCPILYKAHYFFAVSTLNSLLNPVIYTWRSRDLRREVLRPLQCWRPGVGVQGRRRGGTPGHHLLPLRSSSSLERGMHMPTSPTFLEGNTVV
# Fibroblast inh – blocks proliferation of human lung fibroblasts | LL 47 human lung fibroblast viability, ATP luminescence; stronger effect = lower value | viability, % at 10 µM | actives 1.1% (n = 85,000) | AID 719;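 active = viability at or below 50% in the single dose screen; inactive = viability above 50%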;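 also: compound exposure lasted 72 h before the ATP readout; 100% = median luminescence of untreated cell-only wells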
#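 Material: Human LL 47 lung fibroblast cells | Input: 1,150 cells/well | Buffer or medium: IMEM plus 15% FBS | Compound dosing: 0.1% DMSO in all compound wells | Times: Overnight cell rest, 72 h compound treatment at 37 °C | Signal: CellTiter-Glo luminescence measuring cellular ATP | Measure: % viability versus median cells-only luminescence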
# H69AR inhibit – growth inhibitors of human H69AR lung tumor cells; AID 598; H69AR lung tumor viability, ATP luminescence, 72 h; stronger effect = lower value; actives 6% (n = 85,000); viability, % at 10 µM;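 active = viability at or below 40%; inactive = viability above 40%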;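 also: multidrug resistant small cell line overexpressing MRP-1 efflux transporter; 100% = mean luminescence of untreated control wells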
# PTPN22 act – LYP (human) phosphatase activation | recombinant LYP, DiFMUP fluorescence; 0 = plate median, 100 = signal doubled | activation, % at 2 µM | actives 0.11% (n = 96,000) | AID 697;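 active = activation at 2 µM above a set limit, the mean plus 5 SD, cut at about 37% in these data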
# sEH inhibitor – inhibitors of human soluble epoxide hydrolase. inhibition, % at 2 µM. recombinant human sEH enzymatic activity assay. AID 707. actives 0.34% (n = 91,000); in the data active = inhibition above about 80%; also: values of inactives mirror those of a sister screen read the other way; many of its hits are not listed in these tables
# Target sequence (P34913 whole entry, looked up): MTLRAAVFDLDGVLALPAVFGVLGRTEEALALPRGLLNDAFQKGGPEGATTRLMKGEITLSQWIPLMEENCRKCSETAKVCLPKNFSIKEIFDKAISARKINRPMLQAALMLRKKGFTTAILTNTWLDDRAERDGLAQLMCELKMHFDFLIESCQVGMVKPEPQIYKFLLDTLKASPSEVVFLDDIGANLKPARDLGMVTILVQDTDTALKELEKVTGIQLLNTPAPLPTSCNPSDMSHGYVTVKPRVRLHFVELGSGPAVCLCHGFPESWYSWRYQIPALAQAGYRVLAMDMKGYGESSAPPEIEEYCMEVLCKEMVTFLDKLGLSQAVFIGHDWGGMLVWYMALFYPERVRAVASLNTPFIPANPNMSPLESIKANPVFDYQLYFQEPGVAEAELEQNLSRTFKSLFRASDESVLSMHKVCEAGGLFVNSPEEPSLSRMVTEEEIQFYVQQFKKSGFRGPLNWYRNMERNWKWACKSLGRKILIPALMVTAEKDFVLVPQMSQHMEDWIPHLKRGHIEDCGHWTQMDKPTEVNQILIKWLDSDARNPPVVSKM
# sEH act – soluble epoxide hydrolase (human) activation. purified human sEH enzymatic activity, activator screen. activation, % at 2 µM. actives 0.04% (n = 91,000); in the data active = activation above about 37%; also: values of inactives mirror those of a sister screen read the other way
# S1P2 agonist – S1P2 (human) receptor agonism. S1P2-expressing cell line, agonist reporter read-out. AID 729. activation, % at 4.5 µM. actives 0.46% (n = 97,000); in the data active = activation above about 16%;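 also: 0% = vehicle low control and 100% = maximal reference agonist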
# PostGolgi ctrl – inhibits growth of the yeast control strain; efflux-deficient yeast background strain, growth absorbance A615, 16 h; AID 738; inhibition, % at 10 µM; actives 5% (n = 98,000); in the data active = inhibition above about 30%
# Active calls of the source: *; / = no result given. These rows are one share of the data. The share of hits here may be higher or lower than overall.
SMILES,HUVEC inhibit,S1P2 antag,Fibroblast inh,H69AR inhibit,PTPN22 act,sEH inhibitor,sEH act,S1P2 agonist,PostGolgi ctrl
CN(C)CCCOC(=O)c1cc2ccccc2o1,99.0,5.3,101.2,90.2,1.8,-1.2,2.5,-10.0,11.6
CCCCn1nnc(NC(=O)c2ccc(-c3ccccc3)cc2)n1,81.0,17.3,98.5,91.4,-0.1,34.9,-36.5,-5.8,-1.7
CCCc1cc(=O)[nH]c(SCc2nc3ccccc3s2)n1,98.2,14.6,100.5,99.5,-2.5,/,/,-8.1,21.0
CCOC(=O)c1c(NC(=O)c2ccco2)sc2c1CCCCC2,96.9,-7.0,86.4,98.9,-8.1,-11.8,11.4,-0.2,20.3
COCCN(C(=O)Cn1nnc2ccccc21)C(C(=O)NC1CCCC1)c1cc(OC)ccc1OC (configuration not stated),102.5,-0.5,102.5,69.7,-3.8,-6.9,7.6,-1.5,-4.8
CCOc1ccccc1NC(=O)N1CCCC(c2nc3c(nnn3Cc3ccc(C)cc3)c(=O)[nH]2)C1 (configuration not stated),66.6,-13.5,110.5,79.5,4.7,/,/,-2.5,3.5
Cc1cc(C)c2c(CC(=O)Nc3ccc(Cl)cn3)coc2c1,79.6,17.8,101.2,95.4,-3.6,45.2,-44.4,-4.6,4.5
Cn1c(NCc2ccccc2)cc(=O)n(C)c1=O,106.8,17.6,110.9,84.7,2.8,6.7,-10.6,0.2,8.0
COc1ccccc1NC(=O)COc1cccc(-n2cnnn2)c1,93.5,/,103.3,82.8,/,/,/,/,6.6
O=C(c1cc2ccccc2o1)N1CCCCCC1,102.0,3.4,118.4,93.6,5.6,-5.0,9.0,-3.5,12.1
COc1ccc(OC)c(NC(=O)NC2(C(F)(F)F)Oc3ccccc3O2)c1,68.6,9.4,94.9,13.0*,4.8,-4.2,1.9,-3.7,6.6
COc1ccc(/C=N\NS(=O)(=O)c2ccc(Cl)cc2)cc1COc1ccccc1[N+](=O)[O-],76.6,-9.6,102.6,92.9,-3.5,-4.4,7.0,-6.0,/
Cc1ccc2nc(/C(C#N)=C\c3ccc(N4CCCCC4)c([N+](=O)[O-])c3)[nH]c2c1,106.2,2.5,98.2,17.5*,-5.7,1.6,-0.2,2.2,3.7
CN(C)c1ccc(CNCCC2(O)CCOC(C)(C)C2)cc1 (configuration not stated),98.9,/,96.9,105.1,/,/,/,/,-0.1
O=C(Nc1cccnc1)c1noc2c1CCCC2,98.1,/,104.5,111.7,/,/,/,/,8.7
Cc1ccc(S(=O)(=O)N2CCC(C(=O)NCCCN3CCCCCC3)CC2)cc1,101.1,3.9,106.3,96.0,-5.0,10.2,-9.7,-4.7,10.4
Cc1cc(NC(=O)c2ocnc2C)no1,100.4,12.2,102.0,93.3,-0.2,-13.6,10.4,-9.1,-0.6
CO/N=C/NC(=O)c1cn(-c2ccc(F)cc2)c(=O)c2ccccc12,/,1.2,/,/,8.9,-15.4,16.6,-4.2,-0.4
COc1ccc(OC)c(NS(=O)(=O)c2ccc3c(c2)n(C)c(=O)n3C)c1,93.6,5.8,93.1,92.3,-5.9,-1.5,-1.0,-2.1,10.4
O=c1[nH]n(-c2ccccn2)c(=O)c2ccccc12,116.0,5.7,99.1,94.8,-3.6,9.0,-10.0,-3.4,6.7
Cc1cc2ccccc2c(=O)n1CC(=O)NCC(=O)N1CCCC(C)C1 (configuration not stated),102.9,0.3,87.6,96.5,2.2,2.9,-7.0,-3.4,5.6
O=C(O)CCCC(=O)Nc1ccc(N2CCCC2)cc1,91.3,17.4,91.1,95.1,2.6,-22.0,23.9,-6.1,-2.6
CCOC(=O)CN1C(=O)S/C(=C/c2cc(C)n(C)c2C)C1=O,/,-4.3,/,/,11.2,-12.5,9.2,-2.9,/
FCCCOc1ccc(/C=N/OCc2ccc(Cl)cc2Cl)cc1,/,-5.2,/,/,-3.8,-11.0,14.3,0.8,6.5

# Looked up above:
# sEH act result of CO/N=C/NC(=O)c1cn(-c2ccc(F)cc2)c(=O)c2ccccc12 : 16.6
# Fibroblast inh result of Cc1cc(NC(=O)c2ocnc2C)no1 : 102.0
# Fibroblast inh result of O=c1[nH]n(-c2ccccn2)c(=O)c2ccccc12 : 99.1

# (continued)
SMILES,HUVEC inhibit,S1P2 antag,Fibroblast inh,H69AR inhibit,PTPN22 act,sEH inhibitor,sEH act,S1P2 agonist,PostGolgi ctrl
N[C@@H](Cc1ccccc1)c1nnc(SCc2ccccc2F)o1,86.4,-5.5,106.4,87.5,-0.1,/,/,-8.3,7.4
Nn1c(SCC(=O)N2CCc3ccccc3C2)nnc1-c1cccs1,94.8,-15.0,94.1,88.2,1.6,-6.2,7.5,-0.3,3.5
Cc1cc(C)nc(-n2nc(C)c3c(C(F)F)cc(C)nc32)n1,106.0,/,101.3,87.8,/,/,/,/,6.9
O=C(Cc1c[nH]c2ccccc12)NCc1ccc2c(c1)OCO2,82.8,32.0,91.9,102.9,-0.9,8.3,-8.7,-9.2,0.7
CCOc1cc(C=O)ccc1OCCSc1ccc(Cl)cc1,/,0.5,/,/,1.3,10.0,-7.3,-4.0,8.9
CC(=O)OC1CC(n2ccc(NC(=O)c3ccccc3)nc2=O)OC1CO (configuration not stated),96.6,12.4,102.8,93.7,-10.1,5.4,-5.8,-7.5,0.0
CCOC(=O)CSc1nc(-c2ccc3c(c2)OCO3)ccc1C#N,75.7,-10.8,89.5,82.1,-4.1,/,/,0.2,4.7
COc1ccc(CNCCSc2nnnn2C)cc1OC,100.5,-1.6,91.8,87.7,-12.7,2.3,-4.9,-2.3,11.4
COc1ccccc1CC(=O)NCC1CCCO1 (configuration not stated),92.7,/,98.6,95.4,/,/,/,/,6.5
CCOC(=O)Cc1csc(NC(=O)C2CCCN(S(=O)(=O)c3cnc[nH]3)C2)n1 (configuration not stated),101.7,35.6,101.9,94.6,-8.2,/,/,-5.7,13.9
C#CCSc1nc(Cc2ccc(Cl)cc2)nc2ccccc12,/,3.1,/,/,-6.0,8.6,-9.3,-2.6,-0.9
COc1cc(OC)cc(C(=O)Nc2ncc3c(n2)CC(C)(C)CC3=O)c1,85.6,-8.4,96.2,76.3,-6.7,6.8,-7.3,-2.0,-6.0
CCc1cc2c(CN3CCN(C)CC3)cc(=O)oc2cc1O,92.1,19.1,85.8,83.3,-4.3,5.8,-6.2,2.3,13.7
CCN1C(=O)c2cccc3c(S(=O)(=O)NCCc4c[nH]c5ccccc45)ccc1c23,/,-23.6,/,/,8.0,-13.2,16.7,-0.5,10.5
CC(C)(C)n1nnnc1C(c1ccc(F)cc1)N1CCN(Cc2ccc3c(c2)OCO3)CC1 (configuration not stated),89.0,9.7,90.6,81.2,-9.1,-3.7,7.5,-3.6,5.2
COC(=O)COc1cc(C)cc2oc(=O)c(CC(=O)OC)c(C)c12,90.0,-6.1,107.5,78.5,1.7,-10.2,13.1,-5.4,1.2
Cc1cccc(C(=O)Nc2ccccc2C(=O)OCc2c(C)noc2C)c1,103.0,18.4,95.9,87.6,-0.7,-3.1,3.3,0.4,14.2
CC(=O)N1CCN(Cc2nc3cc(NC(=O)c4ccccc4C)ccc3n2C)CC1,93.8,-20.6,107.7,94.8,14.5,-14.1,17.3,-10.1,28.6
CCOC(=O)C1CCCN(c2c(Nc3ccc(C)c(C)c3)c(=O)c2=O)C1 (configuration not stated),114.0,/,98.8,78.8,/,/,/,/,-9.3
Cc1cc(C)c(NC(=O)c2ccccc2N(C)S(C)(=O)=O)c(C)c1,90.6,-7.5,95.3,93.4,10.8,3.0,-1.1,-2.6,9.6
CCn1cc(C(=O)Nc2nnc(C)s2)c(=O)c2cc(F)c(N3CCN(C(=O)c4ccco4)CC3)cc21,103.3,-29.9,112.2,86.9,-5.2,-5.2,5.8,-4.2,/
Cc1cccc(N=C2N=C(N)c3ccccc32)c1,96.8,1.8,93.6,84.8,0.1,4.7,-1.2,-8.5,33.1*
C=CCNc1nc(-c2sc(NC(=O)CC)nc2C)cs1,53.7,-0.2,80.0,40.3,9.0,-7.4,5.5,-3.9,0.0
COc1cc2c(cc1OC)C(c1cccnc1)CC(=O)N2 (configuration not stated),84.8,-7.1,92.8,96.9,5.4,-10.0,8.9,-0.9,5.2

# Reprinted at random: two records from the list
SMILES,HUVEC inhibit,S1P2 antag,Fibroblast inh,H69AR inhibit,PTPN22 act,sEH inhibitor,sEH act,S1P2 agonist,PostGolgi ctrl
COC(=O)COc1cc(C)cc2oc(=O)c(CC(=O)OC)c(C)c12,90.0,-6.1,107.5,78.5,1.7,-10.2,13.1,-5.4,1.2
CCOC(=O)CSc1nc(-c2ccc3c(c2)OCO3)ccc1C#N,75.7,-10.8,89.5,82.1,-4.1,/,/,0.2,4.7

# Other records.
SMILES,HUVEC inhibit,S1P2 antag,Fibroblast inh,H69AR inhibit,PTPN22 act,sEH inhibitor,sEH act,S1P2 agonist,PostGolgi ctrl
CC(C)(C)c1ccc(OCCC(=O)NC2=NCCS2)cc1,/,12.8,/,/,4.9,3.1,-5.1,-3.2,18.8
Cc1nc(S(=O)(=O)N(C)c2ccccc2)c(C#N)c(C)c1Cl,83.4,-3.8,39.4*,4.2*,-6.8,-2.0,0.1,-6.5,5.2
O=C1CCCC2=C1C(c1cccs1)Nc1ccc3ncccc3c12 (configuration not stated),/,-15.7,/,/,0.3,11.7,-8.9,-7.4,6.0
Cc1ccccc1-c1nc(S(=O)(=O)c2ccc(Cl)cc2)c(NCCN2CCOCC2)o1,105.2,7.0,95.5,86.8,1.0,23.9,-22.2,-8.7,21.8
COc1cc(C2C(C#N)=C(N)Oc3cc(C)n(CCN4CCOCC4)c(=O)c32)cc(OC)c1OC (configuration not stated),96.3,16.3,99.9,91.3,-7.9,/,/,-8.9,12.1
CCOC(=O)c1cc(-c2ccco2)nc2c1c(C)nn2-c1cccc(Cl)c1,/,4.2,/,/,2.7,5.1,-4.7,-1.1,10.4
COc1ccc(-n2nc(C(=O)NCc3ccco3)c3ccccc3c2=O)cc1,96.1,-6.3,59.2,45.5,3.5,-2.5,4.7,-1.3,5.8
O=C(Nc1c(Cl)cc(Cl)cc1C(=O)NCC1CCCO1)c1ccco1 (configuration not stated),/,15.5,/,/,-8.8,/,/,-5.7,10.0
CCC(C)OC(=O)c1cc(C)nc2c(Br)cc(Br)cc12 (configuration not stated),92.4,-2.6,96.4,96.7,0.2,1.4,-4.8,-0.1,/
C=C(C)Cn1c(N(CCO)Cc2ccccc2)nc2c1c(=O)[nH]c(=O)n2C,95.8,-6.9,99.8,86.3,1.8,-3.0,2.1,-9.6,10.7
O=C(Nc1ccc([N+](=O)[O-])cc1)/C(=C/c1cccc([N+](=O)[O-])c1)NC(=O)C1CCCCC1,84.1,3.2,84.8,56.8,-6.1,-2.1,1.9,-1.6,4.0
O=C(CCc1nc2ccccc2s1)OCC(=O)N1CCN(C(=O)c2ccco2)CC1,83.5,-9.5,93.3,92.4,13.8,-8.3,5.6,1.1,15.4
O=C(NCCCN1CCN(Cc2ccccc2Cl)CC1)Nc1ccccc1,101.5,-4.3,96.2,89.6,24.9,-0.5,-3.8,-1.9,-1.7
O=C(OCCN=C1NS(=O)(=O)c2ccccc21)c1ccccc1,94.7,-14.9,101.2,83.6,7.3,-9.6,8.1,-1.3,-0.1
Cc1ccc2nc(C3CCN(S(=O)(=O)c4ccc5ccccc5c4)CC3)[nH]c2c1,61.5,-3.7,81.6,8.0*,-16.1,48.4,-48.1,-2.6,13.5
Nc1nc(SCc2nc(-c3ccccc3)no2)[nH]c(=O)c1-c1ccccc1,100.8,-11.6,96.6,112.3,2.5,36.7,-37.3,-4.1,-7.3
CC(C)CNC(=O)C1CCN(c2ccc(S(=O)(=O)N3CCOCC3)cc2Cl)CC1,97.0,/,94.6,91.9,/,/,/,/,-0.1
COC(=O)C1=C(C)n2nnnc2NC1c1ccc(Cl)cc1 (configuration not stated),91.6,14.3,91.0,80.7,8.7,-0.8,0.3,-9.2,-1.8
Cn1c(Cn2c(=O)sc3ccccc32)nnc1SCC(=O)NC1CCCC1,96.0,/,93.8,97.8,/,/,/,/,11.1
O=C(CSc1nc(-c2ccco2)cc(C(F)(F)F)n1)N1CCN(Cc2ccccc2)CC1,84.4,7.4,101.2,96.7,-5.7,-8.5,5.7,-2.8,15.8
